Assay outcomes: PubChem BioAssay, several laboratories
Ecoli viability – counter-screen for AddAB inhibitors: E. coli growth inhibition; AID 449728; E. coli V3065 growth, OD600 absorbance, 18 h; inhibition, % at 11.9 µM; actives 0.27% (n = 330,000);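 active means inhibition above the campaign's mean inhibition across all tested compounds plus 3 SD, cut at about 9.9% in these data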;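 further: uninfected addAB+ strain grown without phage in ampicillin broth; 0% = DMSO wells and 100% = ciprofloxacin 0.95 µg/ml wells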
AddAB inh – less growth of phage-infected E. coli with AddAB. E. coli expressing H. pylori AddAB, absorbance growth. inhibition, % at 11.9 µM. actives 0.29% (n = 330,000); in the data active means inhibition above about 12%;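 further: 0% = vehicle wells of infected cells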
phage Ecoli inh – E. coli growth loss with phage present; growth absorbance; inhibition, % at 11.9 µM; AID 651602; actives 0.26% (n = 360,000); in the data active means inhibition above about 11%
DAGLB inh – diacylglycerol lipase beta (human) inhibition. inhibition, % at 5.17 µM. HEK293T DAGLB membrane lysate, EnzChek fluorogenic substrate. actives 0.059% (n = 340,000). AID 504411. Q8NCG7; in the data active means inhibition above about 34%;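 further: 0% = enzyme with vehicle and 100% = wells lacking enzyme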
Target sequence (Q8NCG7 whole entry, looked up): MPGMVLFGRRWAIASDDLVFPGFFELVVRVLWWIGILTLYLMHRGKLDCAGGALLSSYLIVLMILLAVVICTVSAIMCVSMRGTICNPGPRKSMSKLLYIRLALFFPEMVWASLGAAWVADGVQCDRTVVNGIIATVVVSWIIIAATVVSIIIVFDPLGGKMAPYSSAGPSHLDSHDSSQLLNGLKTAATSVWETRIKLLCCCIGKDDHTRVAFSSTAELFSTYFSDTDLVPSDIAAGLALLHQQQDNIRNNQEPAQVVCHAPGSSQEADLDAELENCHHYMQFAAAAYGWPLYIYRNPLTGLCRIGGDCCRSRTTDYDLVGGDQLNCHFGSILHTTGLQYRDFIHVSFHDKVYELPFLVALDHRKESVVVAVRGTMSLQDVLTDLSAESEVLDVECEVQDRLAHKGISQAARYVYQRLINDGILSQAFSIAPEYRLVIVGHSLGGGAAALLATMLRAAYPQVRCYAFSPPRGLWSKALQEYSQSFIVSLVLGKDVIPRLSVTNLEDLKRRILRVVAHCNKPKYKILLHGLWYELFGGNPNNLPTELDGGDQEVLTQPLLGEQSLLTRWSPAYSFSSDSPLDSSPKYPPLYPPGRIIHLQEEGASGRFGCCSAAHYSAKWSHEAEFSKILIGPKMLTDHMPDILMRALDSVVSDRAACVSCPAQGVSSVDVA
Tat export inh – blocks Tat-dependent protein export in E. coli. E. coli MC4100 TorA-mCherry Tat export, fluorescence. inhibition, % at 10 µM. actives 0.036% (n = 340,000);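 active means mean replicate inhibition at least 50% and at least half of replicates individually reaching 50%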;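 further: exported cargo escapes ClpAP degradation while cytoplasmic cargo is degraded and loses fluorescence; 0% = median of neutral control wells and 100% = median of NaSCN control wells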
Rtt109 HAT inh – C. albicans Rtt109 histone acetyltransferase inhibition; purified Rtt109/Vps75, ThioGlo CoA-SH fluorescence, 4 h; inhibition, % at 34.9 µM; actives 0.16% (n = 330,000);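 active means inhibition of at least 50% in every replicate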
Target sequence (Q5AAJ8 whole entry, looked up): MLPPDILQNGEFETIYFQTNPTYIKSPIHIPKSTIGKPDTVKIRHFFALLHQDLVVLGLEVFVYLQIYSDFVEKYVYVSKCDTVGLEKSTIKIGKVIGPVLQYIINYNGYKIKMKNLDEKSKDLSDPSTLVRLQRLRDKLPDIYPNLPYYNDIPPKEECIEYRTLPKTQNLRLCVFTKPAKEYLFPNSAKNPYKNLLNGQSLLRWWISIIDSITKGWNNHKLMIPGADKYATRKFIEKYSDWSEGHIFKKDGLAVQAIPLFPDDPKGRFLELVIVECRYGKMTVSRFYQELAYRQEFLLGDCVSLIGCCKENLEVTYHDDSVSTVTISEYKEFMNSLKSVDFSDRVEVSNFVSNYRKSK
CAL PDZ FP – blocks peptide binding to human CAL PDZ domain | Q9HD26 | purified CAL PDZ, TMR-peptide fluorescence polarization, 1 h | inhibition, % at 20 µM | actives 0.02% (n = 330,000) | AID 504414;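 active means highest replicate inhibition of at least 40%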;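 further: plate controls were DMSO neutral control wells for no effect and unlabeled competitor peptide control wells for full effect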
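Material – purified CerCALP PDZ construct · Detection – FP readout, S and P plane fluorescence · Measure – percent inhibition from loss of millipolarization · Controls – unlabelled peptide for full inhibition, DMSO wells as neutral · Probe or stimulus – TMR-labelled reporter peptide T*-PRC34 bound in PDZ groove · Times – 1 h at RT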
PvdQ acylase – P. aeruginosa PvdQ acylase inhibition; AID 488965; actives 0.063% (n = 340,000); inhibition, % at 10 µM; purified PvdQ acylase, fluorescence plate reader; in the data active means inhibition above about 30%, passing the limit was not always enough;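 further: 0% = vehicle neutral wells and 100% = reference inhibitor wells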
PfHsp90 yeast 2 – reduces growth (ATP signal) of yeast expressing P. falciparum Hsp90; S. cerevisiae expressing PfHsp90, BacTiter-Glo ATP, 48 h; yeast lacking PDR1 and PDR3 efflux regulators; inhibition, % at 9.4 µM; actives 0.32% (n = 310,000);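 active means every replicate shows inhibition above about 80%, whatever the replicate mean, limit read from the data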;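 further: 0% = DMSO neutral controls and 100% = 20 µM radicicol positive controls; yeast relying on Plasmodium falciparum Hsp90 in place of its own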
Wnt act – Wnt/beta-catenin pathway activation. actives 1.2% (n = 300,000). activation, % at 9.35 µM. Wnt/beta-catenin reporter cell assay, activator, plate reader. AID 743398; in the data active means activation above about 30%, passing the limit was not always enough;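 further: 0% = neutral control wells and 100% = positive control wells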
* hit, by the source's call; · = not tested or not shown; & = joins results of further samples. Not a hit list. About 1.9% of those tested had a hit in this group.

The first six entries (preview)
SMILES	Ecoli viability	AddAB inh	phage Ecoli inh	DAGLB inh	Tat export inh	Rtt109 HAT inh	CAL PDZ FP	PvdQ acylase	PfHsp90 yeast 2	Wnt act
O=C(NCCc1ccc(F)cc1)c1n[nH]c2ccccc12	3.1	2.4	3.1	-3	-1	8	-0.8	-1	-15	10
O=C(Cn1cc(COc2ccc(Br)cc2[N+](=O)[O-])nn1)c1ccc(O)cc1	·	·	5.7	-3	0	-2	-0.5	-12	9	-1
O=C(CSc1nnnn1-c1ccc(Cl)cc1)N1CCc2ccccc2C1	-0.5	1.1	2.4	-4	4	-1	-1.6	-11	19	·
c1ccc(CC2CCCNC2)cc1 (stereo unspecified)	-1.4	-1.1	3.0	0	-5	1	-2.8	-9	12	-2
Cc1cc(NC(=O)COC(=O)C2CCN(S(=O)(=O)c3cccc(Cl)c3Cl)CC2)no1	1.0	-2.2	1.5	0	3	-13	0.2	-8	5	·
COC(=O)c1c(N)sc(C(C)=O)c1C	-0.3	2.2	3.0	-4	5	-4	-0.3	10	-12	2

The whole of this part, repeating the preview:
SMILES	Ecoli viability	AddAB inh	phage Ecoli inh	DAGLB inh	Tat export inh	Rtt109 HAT inh	CAL PDZ FP	PvdQ acylase	PfHsp90 yeast 2	Wnt act
O=C(NCCc1ccc(F)cc1)c1n[nH]c2ccccc12	3.1	2.4	3.1	-3	-1	8	-0.8	-1	-15	10
O=C(Cn1cc(COc2ccc(Br)cc2[N+](=O)[O-])nn1)c1ccc(O)cc1	·	·	5.7	-3	0	-2	-0.5	-12	9	-1
O=C(CSc1nnnn1-c1ccc(Cl)cc1)N1CCc2ccccc2C1	-0.5	1.1	2.4	-4	4	-1	-1.6	-11	19	·
c1ccc(CC2CCCNC2)cc1 (stereo unspecified)	-1.4	-1.1	3.0	0	-5	1	-2.8	-9	12	-2
Cc1cc(NC(=O)COC(=O)C2CCN(S(=O)(=O)c3cccc(Cl)c3Cl)CC2)no1	1.0	-2.2	1.5	0	3	-13	0.2	-8	5	·
COC(=O)c1c(N)sc(C(C)=O)c1C	-0.3	2.2	3.0	-4	5	-4	-0.3	10	-12	2
COc1cc(C=O)ccc1OCCOCCOc1ccc(Cl)cc1Cl	-1.3	3.2	1.4	-5	3	3	-0.9	-14	·	-2
O=C(C[n+]1cccc(Br)c1)c1ccccc1	-3.2	-2.1	-0.6	0	-7	1	2.5	-9	20	2
CC(C)C(=O)NCC(c1cccs1)S(=O)(=O)c1ccc(F)cc1 (stereo unspecified)	-1.0	2.5	1.1	1	-3	5	-0.3	-7	5	-1
CCCCC(=O)NNC(=O)CC(=O)Nc1ccccc1C(=O)O	-1.6	-0.3	1.8	2	9	2	0.7	-2	17	0
CC(=O)N1CCN(C(=S)NC(=O)c2ccc(F)cc2)CC1	0.0	2.3	3.9	0	-12	-2	-0.1	16	-9	-3
Cc1ccc(S(=O)(=O)/N=C(\CSC(N)=O)Nc2ccccc2)cc1	-1.5	-0.5	4.6	0	-10	0	-1.2	-15	-3	·
c1ccc(-c2nc(C3CCCCC3)c3sccc3n2)cc1	0.7	2.3	3.7	-11	6	1	-1.5	-10	·	-3
COC(=O)c1sc(NC(=O)c2ccncc2)nc1C	-1.6	2.8	0.1	1	-3	-6	·	-9	11	20
C/C(CC(=O)NCc1ccc(Cl)cc1)=N\NC(=O)Cc1ccccc1	-2.1	1.4	-0.2	1	-2	-13	-1.8	-1	-23	·
O=C(O)c1c2c(nc3ccccc13)CCCCC2	4.7	1.6	-0.1	-1	-1	0	-1.2	1	4	·
CCOC(=O)N1CCN(C(=O)CS(=O)Cc2nc(-c3ccc(C)cc3)oc2C)CC1 (stereo unspecified)	-1.9	-3.0	2.9	0	-10	-10	0.3	2	3	-2
COc1cccc(-c2c(C(=O)N/N=C/c3cccnc3)nnn2-c2nonc2N)c1	-0.3	1.5	2.8	-1	5	1	-2.8	0	6	1
Cc1cc(CNC(=O)c2cccc([N+](=O)[O-])c2)c2ccccc2n1	1.2	-1.1	0.1	1	-13	-1	-0.8	-7	·	-1
CCCNC(=O)C(=O)Nc1ccc(N(C)C)cc1	0.7	2.7	1.7	-3	-5	10	1.0	-12	5	12
O=C(Nc1ncc(Cc2cc(Cl)ccc2Cl)s1)c1ccc([N+](=O)[O-])cc1	2.0	2.0	2.6	-6	15	0	-0.9	2	-7	-3
CC(=Nc1ccc(C)c(C)c1)C1=C(O)CSC1=O	-1.9	2.4	-0.4	0	1	0	-3.3	-14	-11	·
COc1ccccc1-n1c(C)cc(C=O)c1C	-0.3	1.8	2.2	-5	-1	-7	-0.5	-16	-20	-3
N#Cc1ccc(Cl)cc1NC(=O)COC(=O)c1cccc(S(=O)(=O)N2CCOCC2)c1	-1.9	-1.7	2.3	-4	-5	7	-0.6	5	-4	-1
COC(=O)C1=C(C)NC(=S)NC1/C=C/c1ccccc1 (stereo unspecified)	2.0	2.9	2.4	0	-1	-20	-3.6	-11	1	-3
COc1ccc(C(=O)N2CCCC2)cc1S(=O)(=O)N1CCC(C)CC1	-2.8	4.2	1.9	2	-3	1	-0.3	-1	1	-1
Cc1cc2c3c(c1)C(C)CC(C)(C)N3C(=O)C2=C(C#N)C#N (stereo unspecified)	0.5	-0.3	1.4	-1	-11	4	-0.3	-6	8	3
COc1ccc(C)cc1Nc1n[n+](-c2ccccc2)c(-c2ccc(N(C)C)cc2)s1	1.7	4.1	2.8	4	4	1	1.2	-3	1	-2
COc1ccccc1S(=O)Cc1ccc(C(=O)NCc2ccccc2Cl)o1 (stereo unspecified)	-0.8	3.0	0.3	0	1	-2	-0.7	-19	-3	-2&-4
C#CC1(NC(=O)NC(C)(C)C)CCCCC1	-1.4	0.3	4.7	0	-7	-10	-1.8	-17	-12	-1
COc1ccc(N(CC(=O)Nc2ccc(C)cn2)S(=O)(=O)c2c(C)noc2C)cc1	-2.9	0.0	3.1	-3	22	-8	-0.3	6	-67	·
Cc1ccsc1CN(C(=O)c1ccccc1)C1CCS(=O)(=O)C1 (stereo unspecified)	3.3	1.5	1.6	3	0	-1	-0.3	-11	-14	1
CCOC(=O)N=S(N)(=O)c1ccccc1 (stereo unspecified)	-0.5	1.4	-0.1	-2	-7	-22	0.1	-9	18	-3
COc1ccc(Cl)cc1NC(=O)CCCC(=O)c1ccccc1	0.0	1.7	2.8	-8	7	-2	-0.6	-4	22	1
CCOC(=O)N1CCN(C(=O)CSc2ccccc2)CC1	-1.4	-0.3	0.2	-2	-8	11	0.0	-12	-11	4
Cc1c(NC(=O)Nc2cc(F)c(F)cc2Cl)c(=O)n(-c2ccccc2)n1C	-1.1	-2.5	0.4	·	·	·	·	·	·	2
O=C(CCCN1C(=O)c2ccccc2C1=O)OC1CSCC1NC(=O)c1ccccc1 (stereo unspecified)	-1.4	-0.9	0.4	1	-1	17	-0.8	0	9	·
O=C(Cc1ccc(NC(=O)C2CCN(C(=O)CCc3ccccc3)CC2)cc1)Nc1ccc(C(=O)N2CCOCC2)cc1	·	·	0.9	-1	-7	-5	-0.6	-7	13	-4
Cc1occc1-c1nnc(SCC(=O)N2CCN(c3ccccc3F)CC2)n1C	-0.4	2.4	0.3	·	·	·	·	·	·	-4
COc1ccccc1CNC(=O)c1c(N)n(CCCN2CCOCC2)c2nc3ccccc3nc12	·	·	-0.7	1	28	-16	-1.4	-11	15	·
CCOC(=O)c1cnc(SC2CC(=O)N(c3ccc(C)cc3)C2=O)nc1N (stereo unspecified)	-1.4	-1.2	4.8	0	4	2	0.2	-9	9	1
COc1ccc(C(=O)NCCS(=O)(=O)NCc2ccccc2OC)cc1	-2.6	-3.1	0.5	0	-4	-3	-0.8	-21	-10	-2
CCc1cc(C(=O)NCC2CCCO2)sc1C (stereo unspecified)	-0.1	1.5	0.5	5	7	2	-1.2	-4	23	13
O=C(O)Cn1cccc1C(=O)c1ccccc1	-1.0	-2.0	·	-3	5	2	-1.9	-9	-60	-1
Cc1nc2nc(C)c(NS(=O)(=O)c3ccc(C(C)(C)C)cc3)c(=O)n2[nH]1	0.3	5.0	1.7	3	2	6	-2.1	5	6	-3
CC(C)NS(=O)(=O)c1ccc(NC(=O)C2CC3C=CC2C3)cc1 (stereo unspecified)	-0.6	2.2	-0.6	-1	-1	2	-2.9	-9	-27	-1
COC(=O)N/N=C/c1cc(OC)c(O)c([N+](=O)[O-])c1	1.0	3.8	1.5	0	-3	10	-0.4	4	1	-6
CC(C)N(Cc1nc2ccccc2c(=O)[nH]1)C(=O)c1ccc(NC(=O)CSc2nnnn2C)cc1	-1.9	0.9	0.9	2	-1	-6	-1.0	-10	-2	-1
COc1ccc2c(c1)[C@H]1[C@H](CO2)[C@H](c2ccccc2)[C@]2(C)C(=O)Nc3ccc(Cl)cc3C(=O)N12	·	·	3.6	-3	-3	2	-1.3	-10	137*	-7
CCOC(=O)c1nn(-c2ccccc2C)c(=O)cc1OCC(=O)N1CCN(c2ccccc2)CC1	-2.1	-0.8	-2.1	1	0	-11	-2.0	-8	10	-1
O=C(CNC(=O)c1ccc(Br)o1)Nc1cccc(S(=O)(=O)N2CCOCC2)c1	-0.9	1.0	2.0	2	6	0	-3.4	-5	1	-2
CC(NC(=O)CCn1ccc2cc(S(=O)(=O)N3CCCC3)ccc21)c1ccccc1 (stereo unspecified)	-0.2	2.5	2.9	0	-3	0	-2.4	-5	23	-1
CCOC(=O)N1CCN(C(=O)COC(=O)CNC(=O)c2ccc(OCC)c(OCC)c2)CC1	·	·	0.4	1	4	-9	-2.6	-2	·	7
CCNC(=S)N(CCN(CC)CC)Cc1cc2cc3c(cc2[nH]c1=O)OCCO3	-1.0	1.5	0.9	-2	11	3	20	-5	3	0
Cn1c(N)c(C(=O)c2ccc(Oc3ccccc3)cc2)c(=O)n(C)c1=O	1.4	1.3	2.1	-2	2	14	-2.6	2	11	1
COc1ccc(-c2ccc(-c3nnn(CC(=O)N4CCOCC4)n3)cc2)cc1	-0.5	0.2	2.4	0	-2	-9	-0.3	-6	-30	19
Cc1ccccc1-c1nnc(SCCOc2ccc3c(C)cc(=O)oc3c2)o1	1.5	3.7	0.1	-2	3	-3	-1.1	-3	-8	·
CC(=O)c1ccc(N=Nc2c(C)[nH][nH]c2=O)cc1	-1.5	0.7	3.8	4	8	0	0.5	12	-15	23
Cc1cccc(NC2=C(NCCO)C(=O)c3ccccc3C2=O)c1	-0.5	3.6	0.3	16	-7	-6	-0.4	-6	-36	3
COc1ccccc1NC(=O)NCC1CC1(Cl)Cl (stereo unspecified)	-0.2	4.8	0.5	-2	2	10	-2.6	-26	-20	-1

More entries follow.
SMILES	Ecoli viability	AddAB inh	phage Ecoli inh	DAGLB inh	Tat export inh	Rtt109 HAT inh	CAL PDZ FP	PvdQ acylase	PfHsp90 yeast 2	Wnt act
O=C(C1CCN(S(=O)(=O)c2ccc(Cl)c(C(F)(F)F)c2)CC1)N1CCC1	1.2	-0.1	0.9	-1	-6	0	1.1	-12	-28	4
Cc1cccc(N2CCN(C(=O)C3CCC(=O)N(Cc4ccccc4F)C3)CC2)c1C (stereo unspecified)	-0.5	-0.8	-0.7	1	4	5	-0.4	-10	-17	2
CC1CCC(C(C)C)C(OCC(O)C[N+]2(C)CCCCC2)C1 (stereo unspecified)	2.4	2.1	0.8	1	-1	9	-1.8	4	2	-2
CCOc1ccc(-n2nc3c(=S)[nH]nc(C)c3c2C)cc1	3.5	1.4	0.9	-1	1	-6	-2.6	-3	8	·
